Compound activity from PubChem.
ROCK2 inh: blocks human Rho kinase 2 activity. O75116. purified ROCK2, Kinase-Glo ATP depletion luminescence. inhibition, % at 6 µM. actives 0.35% (n = 60,000);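 active = inhibition above the screen-wide mean inhibition plus 3 SD, cut at about 18% in these data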;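 note: plate controls were DMSO wells for no effect and Y-27632 control wells after no-enzyme background subtraction for full effect; many of its hits are not listed in these tables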
Target sequence (O75116 whole entry, looked up): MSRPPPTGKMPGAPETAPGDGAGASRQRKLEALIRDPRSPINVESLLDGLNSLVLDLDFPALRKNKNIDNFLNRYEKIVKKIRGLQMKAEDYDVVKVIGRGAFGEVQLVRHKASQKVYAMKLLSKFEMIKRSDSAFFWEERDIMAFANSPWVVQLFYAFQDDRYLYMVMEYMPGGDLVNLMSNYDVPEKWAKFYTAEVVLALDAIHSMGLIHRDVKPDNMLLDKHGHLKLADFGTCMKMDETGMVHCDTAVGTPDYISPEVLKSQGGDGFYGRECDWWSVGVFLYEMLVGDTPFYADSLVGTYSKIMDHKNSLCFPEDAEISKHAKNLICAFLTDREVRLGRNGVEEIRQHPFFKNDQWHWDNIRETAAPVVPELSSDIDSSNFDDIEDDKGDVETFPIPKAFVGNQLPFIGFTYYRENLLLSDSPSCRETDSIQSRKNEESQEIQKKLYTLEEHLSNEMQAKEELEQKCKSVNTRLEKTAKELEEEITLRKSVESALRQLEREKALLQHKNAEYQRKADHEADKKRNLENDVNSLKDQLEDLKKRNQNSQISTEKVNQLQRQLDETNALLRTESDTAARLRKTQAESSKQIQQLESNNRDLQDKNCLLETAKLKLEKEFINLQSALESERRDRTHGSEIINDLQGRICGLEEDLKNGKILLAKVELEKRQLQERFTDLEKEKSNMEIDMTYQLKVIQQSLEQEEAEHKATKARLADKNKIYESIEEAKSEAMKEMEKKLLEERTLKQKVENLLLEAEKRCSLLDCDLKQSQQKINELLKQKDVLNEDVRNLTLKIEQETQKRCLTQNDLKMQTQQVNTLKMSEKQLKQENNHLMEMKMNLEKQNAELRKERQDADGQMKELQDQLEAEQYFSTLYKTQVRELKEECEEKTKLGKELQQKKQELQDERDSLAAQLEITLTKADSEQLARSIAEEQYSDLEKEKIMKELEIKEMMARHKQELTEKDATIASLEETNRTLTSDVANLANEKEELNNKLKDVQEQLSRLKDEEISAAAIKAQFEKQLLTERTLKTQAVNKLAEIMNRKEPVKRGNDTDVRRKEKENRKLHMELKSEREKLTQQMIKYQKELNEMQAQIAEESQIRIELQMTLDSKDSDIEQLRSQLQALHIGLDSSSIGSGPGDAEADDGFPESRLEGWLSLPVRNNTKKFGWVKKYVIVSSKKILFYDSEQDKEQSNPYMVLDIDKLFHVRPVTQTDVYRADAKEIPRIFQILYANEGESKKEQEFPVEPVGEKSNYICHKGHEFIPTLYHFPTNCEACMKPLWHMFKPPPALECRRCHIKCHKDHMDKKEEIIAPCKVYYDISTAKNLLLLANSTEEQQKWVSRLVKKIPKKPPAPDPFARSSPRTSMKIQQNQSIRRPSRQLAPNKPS
CatB mix inh: human cathepsin B inhibition by mixtures; P07858; Purified cathepsin B, AMC dipeptide fluorescence, compound mixtures; inhibition, %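 (ten-compound pools at 5 µM per compound and 50 µM total)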; actives 0.06% (n = 62,000); AID 488; in the data active = inhibition above about 22%, passing the limit was not always enough;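 note: 0% = enzyme without compound and 100% = no enzyme blank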
JNK3 inh: inhibitors of human JNK3 kinase. actives 0.61% (n = 60,000). AID 746. purified JNK3 kinase activity, HTS. inhibition, % at 8 µM. P53779; in the data active = inhibition above about 17%;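 note: 0% = DMSO and 100% = reference inhibitor; many of its hits are not listed in these tables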
AP ELISA ortho: orthogonal test for alternative complement pathway inhibitors; inhibition, % at 5 µM; Human serum alternative complement pathway, LPS-coated ELISA, C3 deposition; tested in compound mixtures; AID 1235; actives 0.08% (n = 62,000);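 active = inhibition above 30% in each of the two pooled mixtures holding the compound, so the lower value exceeds 30%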;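 note: 0% = serum in Mg-EGTA without compound and 100% = EDTA serum blank; some compounds past the cut are filed as inactive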
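Test system: human serum alternative complement pathway, C3 deposition on LPS-coated wells; also added: Plate-bound LPS; doses: 5 µM per compound in ten-compound mixtures; schedule: 1 h at 37 °C; detection: Anti-C3 ELISA, OD 450 nm; evaluation: percent inhibition of C3 deposition onto LPS; repeats: two pool placements per compound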
RORA act: RORA (human) activation; P35398; CHO-K1 Gal4-RORA LBD luciferase reporter, luminescence; percent increase over mock-subtracted basal signal; activation, % at 10 µM; actives 1.5% (n = 65,000); AID 560;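 active = activation above the mean of all tested compounds plus 3 SD, cut at about 49% in these data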;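 note: 0% = DMSO-treated RORA cells and 100% = added signal equal to DMSO minus mock-transfected cells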
CatB block: blocks human cathepsin B protease activity; P07858; inhibition, %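 (tested at 10 µM)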; actives 0.1% (n = 63,000); AID 453; purified cathepsin B, fluorogenic substrate, fluorescence; in the data active = inhibition above about 21%;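 note: 0% = enzyme with no compound and 100% = no enzyme blank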
E coli RNAP: Escherichia coli RNA polymerase inhibition; P0A8V2; E. coli RNA polymerase, fluorescence transcription assay; inhibition, %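 (tested at 10 µM)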; actives 0.2% (n = 62,000); AID 559; in the data active = inhibition above about 20%;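 note: 0% = enzyme without compound and 100% = no enzyme blank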
CatS block: blocks human cathepsin S protease activity; recombinant cathepsin S, AMC dipeptide fluorescence, pooled mixtures; AID 501; actives 0.06% (n = 62,000); inhibition, %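 (tested at 5 µM per compound within 10-compound mixtures)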; P25774; in the data active = inhibition above about 32%, passing the limit was not always enough;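 note: 0% = enzyme without compound and 100% = blank without enzyme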
PKA inh: PKA (human) kinase inhibition. P17612. PKA Kemptide phosphorylation, Kinase-Glo ATP luminescence. inhibition, % at 6 µM. actives 0.1% (n = 65,000);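 active = inhibition above the screen-wide mean inhibition plus 3 SD, cut at about 21% in these data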; note: many of its hits are not listed in these tables
Active calls of the source: *; x = not tested or not shown. This is a subset; rates above refer to the full screens.

SMILES	ROCK2 inh	CatB mix inh	JNK3 inh	AP ELISA ortho	RORA act	CatB block	E coli RNAP	CatS block	PKA inh
CC(C)CC(c1nnnn1Cc1ccco1)N1CCN(c2cccc(Cl)c2)CC1 (stereo not given)	-6	3	-5	-17	-16	1	-10	-3	0
CCC(=O)n1nc(NCc2ccc(OC)c(OC)c2)nc1NCc1ccc(OC)c(OC)c1	3	-5	-3	12	13	-5	3	0	-1
Cc1nc(SCc2nc3ccccc3[nH]2)c2oc3ccccc3c2n1	2	7	8	2	-10	-1	11	5	-2
CCC(=Nc1ccc(Cc2ccncc2)cc1)c1c(O)n(C)c(=O)n(C)c1=O	2	1	-5	-3	-13	0	x	2	8
O=C(Nc1ccc(Cl)cc1)N1CCC(c2nc(-c3cccs3)no2)CC1	-6	-4	-3	2	-1	1	-7	-4	-2
CCOC(=O)CSc1nc2nc(C)cc(C)n2n1	3	-1	2	21	36	-2	-7	7	-5
c1ccc2c(CNCCN3CCOCC3)cccc2c1	5	3	-3	14	14	-1	-1	-4	-6
O=C(NCc1ccc2c(c1)OCO2)C1CC(=O)N(C2CCCCCCC2)C1 (stereo not given)	4	5	-2	7	-12	6	4	8	9
COc1ccc(C(=O)Nc2ccccc2N2CCOCC2)cc1Br	-1	x	-4	x	3	-1	-1	x	-6
O=C(C1CCN(S(=O)(=O)c2ccc3ccccc3c2)CC1)N1CCN(c2ncccn2)CC1	-2	-2	2	-29	20	-4	-3	3	10
COc1ccccc1N1CCN(C(=O)c2cc(-c3ccc(Br)cc3)on2)CC1	-3	9	7	8	-2	13	3	15	2
COc1ccc2c(c1)cc1n2CCN2CCCN=C12	5	8	-3	3	7	2	9	18	-5
O=C(COc1ccc(Cl)cc1Cl)N(Cc1ccco1)C1CCS(=O)(=O)C1 (stereo not given)	-2	-5	1	1	-15	-5	7	2	2
Cc1cc2ncn(C3CC(=O)N(Cc4ccccc4)C3=O)c2cc1C (stereo not given)	9	-3	7	13	-13	1	6	2	6
Cc1cccc(-c2noc(Cc3ccc(Cl)cc3)n2)c1	4	4	-4	14	12	1	4	-4	2
O=c1c2cc(Cl)ccc2nc2ccc(N3CCCC3)nn12	-3	-2	1	20	20	-5	-6	5	-4
COc1ccc(S(=O)(=O)NCc2ccco2)c2ccccc12	5	7	8	20	3	-2	4	-1	2
COc1ccc(C2C3=C(CCCC3=O)Nc3nc(SCc4ccc(C(=O)O)cc4)nn32)cc1OC (stereo not given)	2	-1	-3	11	4	0	5	-1	9
O=C(Nc1ccccc1)N(Cc1ccc2c(c1)OCO2)Cc1nc2ccccc2c(=O)[nH]1	1	2	5	15	-4	-1	7	8	5
COC(=O)c1ccc2c(=O)n(CCCN3CCCC3=O)c(=S)[nH]c2c1	7	-9	7	-4	34	0	3	-7	7
Cc1ccc(S(=O)(=O)Nc2ccc3nc(N)sc3c2)cc1	x	1	x	-2	-18	-3	5	-2	-3
O=C(Nc1ccc(OC(F)F)c(Cl)c1)Nc1ccc2c(c1)OCO2	8	2	2	7	-1	-3	7	-3	11
CC(=O)Nc1ccc(C(=O)Nc2ccc(S(=O)(=O)NCC3CCCO3)cc2)cc1 (stereo not given)	1	7	-5	1	-7	-1	5	1	2
Cc1nnc(SCC(=O)c2ccc(S(=O)(=O)N3CCOCC3)cc2)n1-c1ccccc1	5	1	-9	5	-10	-2	3	0	10

For reference, 15 of the compounds above.
SMILES	ROCK2 inh	CatB mix inh	JNK3 inh	AP ELISA ortho	RORA act	CatB block	E coli RNAP	CatS block	PKA inh
O=C(C1CCN(S(=O)(=O)c2ccc3ccccc3c2)CC1)N1CCN(c2ncccn2)CC1	-2	-2	2	-29	20	-4	-3	3	10
COc1ccccc1N1CCN(C(=O)c2cc(-c3ccc(Br)cc3)on2)CC1	-3	9	7	8	-2	13	3	15	2
COc1ccc2c(c1)cc1n2CCN2CCCN=C12	5	8	-3	3	7	2	9	18	-5
O=C(COc1ccc(Cl)cc1Cl)N(Cc1ccco1)C1CCS(=O)(=O)C1 (stereo not given)	-2	-5	1	1	-15	-5	7	2	2
Cc1cc2ncn(C3CC(=O)N(Cc4ccccc4)C3=O)c2cc1C (stereo not given)	9	-3	7	13	-13	1	6	2	6
Cc1cccc(-c2noc(Cc3ccc(Cl)cc3)n2)c1	4	4	-4	14	12	1	4	-4	2
O=c1c2cc(Cl)ccc2nc2ccc(N3CCCC3)nn12	-3	-2	1	20	20	-5	-6	5	-4
COc1ccc(S(=O)(=O)NCc2ccco2)c2ccccc12	5	7	8	20	3	-2	4	-1	2
COc1ccc(C2C3=C(CCCC3=O)Nc3nc(SCc4ccc(C(=O)O)cc4)nn32)cc1OC (stereo not given)	2	-1	-3	11	4	0	5	-1	9
O=C(Nc1ccccc1)N(Cc1ccc2c(c1)OCO2)Cc1nc2ccccc2c(=O)[nH]1	1	2	5	15	-4	-1	7	8	5
COC(=O)c1ccc2c(=O)n(CCCN3CCCC3=O)c(=S)[nH]c2c1	7	-9	7	-4	34	0	3	-7	7
Cc1ccc(S(=O)(=O)Nc2ccc3nc(N)sc3c2)cc1	x	1	x	-2	-18	-3	5	-2	-3
O=C(Nc1ccc(OC(F)F)c(Cl)c1)Nc1ccc2c(c1)OCO2	8	2	2	7	-1	-3	7	-3	11
CC(=O)Nc1ccc(C(=O)Nc2ccc(S(=O)(=O)NCC3CCCO3)cc2)cc1 (stereo not given)	1	7	-5	1	-7	-1	5	1	2
Cc1nnc(SCC(=O)c2ccc(S(=O)(=O)N3CCOCC3)cc2)n1-c1ccccc1	5	1	-9	5	-10	-2	3	0	10

Later entries:
SMILES	ROCK2 inh	CatB mix inh	JNK3 inh	AP ELISA ortho	RORA act	CatB block	E coli RNAP	CatS block	PKA inh
O=C1OCCC1Sc1nnc(-c2ccccc2)o1 (stereo not given)	3	0	-6	-29	-17	2	5	-4	10
CCOC(=O)N1CC=C2C(C#N)=C(N)C(C#N)(C#N)[C@H](c3ccc(OC(C)C)c(OCC)c3)[C@H]2C1	4	4	-10	2	0	8	3	13	6
c1ccc(-c2csc(N3CCN(c4ccccn4)CC3)n2)cc1	7	2	-3	-21	37	6	4	13	5
CC(C)CN(CC(C)C)S(=O)(=O)N1CCC(C(=O)NCc2cccs2)CC1	5	-3	1	0	-2	2	6	3	13
COC(=O)c1cc(CSc2nnc(-c3ccccc3)c(-c3ccccc3)n2)oc1C	-2	-7	-3	9	-11	-1	8	-7	-3
COc1cc(C)c(Cl)cc1S(=O)(=O)N(C)C	7	-6	-1	1	-4	3	3	-16	13
Cn1c(Cc2cccs2)nnc1SCC(=O)N1CCc2ccccc21	6	3	7	4	5	4	4	-5	4
COCCNC(=O)c1ccc(N(C)S(=O)(=O)c2ccc(OC)c(OC)c2)cc1	0	4	-4	16	-18	3	10	0	4
CC(C)CNS(=O)(=O)c1ccc(S(=O)(=O)N2CCN(CCC#N)CC2)cc1	-2	1	3	4	-15	4	14	12	3
CCN1CCN(C(=O)C2CCN(Cc3nc(-c4cccc(Cl)c4)oc3C)CC2)CC1	0	4	-6	13	-6	1	1	3	-6
Nc1nc(CSc2nc3ccccc3s2)nc(N2CCCCC2)n1	-1	1	-3	26	14	1	2	-6	4
c1ccc(-c2nnc3n2N=C(c2ccc4c(c2)OCO4)CS3)nc1	4	x	5	x	17	-2	7	x	5
Cc1ccc2c(c1)N(CC(=O)O)C(=O)CO2	x	1	x	4	-25	4	2	0	6
COc1ccc(-c2nnc(SCC(=O)NCc3ccco3)n2C)cc1	2	5	-2	-7	28	6	5	16	4
CCC(=O)N1CC2(C)CN(C(=O)CC)CC(C)(C1)C2	x	-1	x	-4	-11	3	3	4	5
O=C(Oc1ccccc1N1C(=O)CCC1=O)c1ccco1	-4	x	5	x	4	2	10	x	1
COc1ccc(-c2cc(C(=O)Nc3cccc(C(C)=O)c3)no2)cc1	x	9	x	22	-9	-2	3	2	-4
CN=C1SC(CC(=O)Nc2sc3c(c2C#N)CCCC3)C(=O)N1C (stereo not given)	x	3	x	-10	25	6	5	6	-8
COC(=O)Cn1ncc2c(C)n(Cc3ccccc3)c(C)c2c1=O	-5	1	-7	3	40	4	4	17	3
CC(=O)Oc1ccccc1C1OC(=O)c2ccccc2N1C(C)=O (stereo not given)	-2	x	3	x	-14	1	4	x	1
CCOc1cc(C(=O)NCc2ccncc2)cc(OCC)c1OCC	5	2	1	-7	-12	0	11	12	7
CCOc1ccccc1C1C(C(=O)Nc2ccccc2OC)=C(C)Nc2nc(CCCO)nn21 (stereo not given)	4	-1	5	15	-20	0	9	1	8
O=C(c1ccco1)N1CCN(C(=O)c2cc3sccc3n2Cc2ccccc2)CC1	2	4	3	-1	17	2	x	7	4
Fc1ccc(CN2CCSCC2)cc1Br	2	4	-4	2	11	1	7	4	3
O=c1c2cc3ccccc3n2cnn1Cc1ccccc1F	-3	-1	13	15	8	-2	-4	-5	1
CCN(CC)C(=O)CSc1ncnc2c(-c3cccs3)nsc12	-3	2	1	12	12	-2	3	-3	-3
O=C(O)CNS(=O)(=O)c1ccc(Br)s1	-3	-5	2	-5	-1	3	8	10	8
Cn1c(NC(=O)c2cc(-c3ccc4c(c3)OCO4)nc3ccccc23)cc(=O)n(C)c1=O	-9	6	2	8	12	2	2	10	-7
CCC(Sc1nc2c(cnn2-c2ccccc2)c(=O)[nH]1)C(=O)OC (stereo not given)	6	3	1	23	20	-3	-2	2	7
O=C(NCCCN1CCOCC1)C1(c2ccccc2)CCCC1	7	-10	0	18	-15	-3	-8	-20	10
Cc1onc(-c2ccccc2)c1C(=O)OCC(=O)c1ccccc1	6	2	0	-6	1	-1	5	-2	15
COc1ccccc1S(=O)(=O)Cc1ccc(C(=O)N2CCN(c3ccccc3)CC2)o1	6	-5	-6	-4	4	2	-2	-1	9
Cc1ncc(C23CC4CC(CC(C4)C2)C3)[nH]1	2	7	0	25	1	1	6	9	6
Cc1ccc2nc(SCC(=O)NCc3ccco3)c(C#N)cc2c1	6	2	3	5	18	1	-4	17	4
COc1ccccc1N1CCN(C2CCN(C(=O)c3cccs3)CC2)CC1	6	x	0	x	-16	-2	9	x	2
Cc1ccc(/C(O)=C2\C(=O)C(=O)N(c3cc(C)on3)C2c2cccc(Cl)c2)cc1 (stereo not given)	-2	6	2	-1	6	9	6	18	3
COC(=O)C1=C(C)N=c2s/c(=C3\C(=O)Nc4ccccc43)c(=O)n2C1c1ccccc1 (stereo not given)	4	1	10	12	-11	4	12	5	6
Cn1c(=O)[nH]c(=O)c2c1nc(N1CCOCC1)n2CC(O)COc1ccccc1 (stereo not given)	0	2	-2	5	11	-1	5	-5	10
Cc1ccc(CN2C(=O)CCC2C(=O)NCC2CCCO2)cc1 (stereo not given)	-7	-9	6	3	-10	0	6	-15	2
C/C(Cl)=C/Cn1c(=O)c2c(nc(Br)n2Cc2ccccc2)n(C)c1=O	2	-4	4	5	6	6	-2	8	6
Cc1cc(C(F)(F)F)nn1-c1nc(-c2ccco2)cc(C(F)(F)F)n1	0	3	4	-8	-12	4	6	8	2
